Hsp90 Hop PPI – changes Hsp90-Hop TPR2A binding signal, up or down; AID 595; hit rate 0.44% among 71,000; Potency, µM (highest dose often 57 µM), for the others: at the highest dose activity change, negative = inhibition; AlphaScreen TPR2A-His6 binding biotin-Hsp90 C-terminal peptide; active = well fitted curve in either direction with a large enough effect; inconclusive = small, poorly fitted or top-dose-only effect, or another doubt; note: potency is the fitted concentration of half-maximal effect; % is set by controls: 0 for no effect and ±100 for the full control effect; many of its hits are not listed in these tables
USP2a inh – blocks human ubiquitin-specific protease USP2a | USP2a enzymatic assay, qHTS inhibition | AID 927 | O75604 | Potency, µM (doses to about 38.3 µM), without a hit: top-dose activity change, negative = inhibition, hits mostly inhibitors | hit rate 0.1% among 60,000;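 note: potency is the fitted concentration of half-maximal effect; nearly all actives have a fitted effect of over 60% in size; plate controls were DMSO for no effect and NEM full inhibition control for full effect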
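USP2 core (20 nM final) was preincubated with compound for 30 min at RT in 20 mM Tris-HCl pH 8.0, 2 mM CaCl2, 2 mM beta-mercaptoethanol; Ub-PLA2 (20 nM) plus NBD C6-HPC (20 uM) then added, fluorescence read after 2.5 h.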
BRCT inh green – BRCA1 BRCT-phosphoprotein interaction inhibition; hit rate 0.05% among 75,000; Potency, µM (series often up to 76.9 µM), for the others: at the highest dose activity change, negative = inhibition, usual class: inhibitors; BRCA1 BRCT-phosphopeptide binding, green fluorescence polarization;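 note: potency is the fitted concentration of half-maximal effect; plate controls were peptide without protein for full effect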
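Compounds were incubated for 12 min at room temperature with a complex of 100 nM fluorescein-tagged pBACH1 decapeptide and 250 nM His-tagged BRCT protein. Buffer was phosphate pH 7.3 with EDTA, DTT and Tween 20. Disruption of binding lowers the polarization signal.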
HADH2 inh – HADH2 (human) dehydrogenase inhibition; AID 886; Potency, µM (doses to about 57.1 µM), inactives show at the highest dose activity change, negative = inhibition, most hits filed as inhibitors; recombinant HADH2, NADH fluorescence, beta-hydroxybutyryl-CoA; Q99714; hit rate 3.4% among 73,000; note: potency is the fitted concentration of half-maximal effect; % is set by controls: 0 for no effect and ±100 for the full control effect; nearly all actives have a fitted effect of over 60% in size; many of its hits are not listed in these tables
Target sequence (Q99714 whole entry, looked up, one chain of several): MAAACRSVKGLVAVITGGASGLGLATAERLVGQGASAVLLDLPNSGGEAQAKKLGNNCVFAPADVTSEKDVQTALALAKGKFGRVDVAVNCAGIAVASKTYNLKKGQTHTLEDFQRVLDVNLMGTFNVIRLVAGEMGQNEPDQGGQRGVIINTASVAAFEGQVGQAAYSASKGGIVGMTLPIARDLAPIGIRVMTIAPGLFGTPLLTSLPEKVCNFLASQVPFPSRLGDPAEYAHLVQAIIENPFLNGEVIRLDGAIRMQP
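His-tagged recombinant enzyme from E. coli, 20 nM, preincubated 15 min RT with compound; reaction started with 1 mM NAD+ and 90 uM beta-hydroxybutyryl-CoA in 100 mM Tris-HCl pH 9.0. NADH fluorescence (ex 360/em 450) read over 4 min; last-minus-first difference.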
Pol III holo inh – DNA polymerase III holoenzyme inhibition; reconstituted DNA polymerase III holoenzyme replication, biochemical; Potency, µM (doses to about 57.1 µM), inactives show top-dose activity change, negative = inhibition; hit rate 0.25% among 71,000; note: potency is the fitted concentration of half-maximal effect; % is set by controls: 0 for no effect and ±100 for the full control effect
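Reconstituted *E. coli* holoenzyme (0.35 nM Pol III, 1 nM beta, 154 nM SSB, 2 nM primase) was preincubated with compound for 15 min at RT. Synthesis on 1.4 nM ssM13Gori ran 35 min, then was stopped with PicoGreen/EDTA and read as dsDNA fluorescence.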
BRCT inh red – inhibitors of human BRCA1 BRCT-phosphoprotein interaction (red fluorophore); P38398; AID 892; BRCT-phosphopeptide binding, red fluorescence polarization; hit rate 0.03% among 75,000; Potency, µM (series often up to 76.9 µM), for inactives: at the highest dose activity change, negative = inhibition, actives largely listed as inhibitors; note: % is set by controls: 0 for no effect and ±100 for the full control effect
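Rhodamine-labelled pBACH1 10-mer (100 nM) bound to BRCT domain (100 nM) at pH 7.3; compounds incubated 12 min room temperature, polarization read. Free peptide defines full inhibition; unlabelled decapeptide titrated as control.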
CRE Fsk mod – alters forskolin-stimulated CRE reporter signaling in CHO cells. hit rate 2.5% among 71,000. Potency, µM (doses to about 38.2 µM), inactives show top-dose activity change, negative = inhibition, usual class: activators. AID 662. CHO CRE-bla reporter (cAMP response element driving beta-lactamase), forskolin EC10, beta-lactamase ratio; active = well fitted activation curve with a large enough effect in the signal ratio, with a control signal flat, not every such curve was filed as active; inconclusive = small, poorly fitted or top-dose-only effect, or effect the other way, or a change in a side signal; the % refers to the signal ratio; note: potency is the fitted concentration of half-maximal effect; % of control where 0% means no effect
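Beta-lactamase reporter under a cAMP responsive element in CHO cells; compounds tested in titration series against EC10 NKH 477, 3 h at 37 °C. Read-out: CCF4 FRET ratio 460nm/530nm (excitation 405nm) giving %Activity, fitted to AC50.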
HBB splice mod – hemoglobin beta splicing modulation | HBB splicing reporter cell assay, activation; EGFP reporter with mutant IVS2-654 intron; response scale: normalised to 500 nM splice-correcting PNA | Potency, µM (titrated, usually from 46.1 µM), for inactives: at the highest dose activation, hits mostly activators | hit rate 0.06% among 65,000 | AID 925; note: potency is the fitted concentration of half-maximal effect; 0% is about no effect
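Compounds were applied for 2 days to HeLa EGFP-654 cells, 500/well in Optimem with 2% FCS. The reporter's EGFP is disrupted by mis-splicing of beta-globin intron IVS2-654. Readout: summed well GFP fluorescence from 488 nm laser scanning; reference was 500 nM antisense […] 654 PNA.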
Epigenetic mod – epigenetic modulators derepressing GFP locus in mouse cells; mouse C127i GFP locus derepression, cytometry, 30 h; AID 597; Potency, µM (top dose mostly 46.1 µM), inactives show top-dose GFP derepression (activation); hit rate 0.09% among 68,000; note: % of control where 0% means no effect
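Derepression screen: silenced CMV-GFP reporter in murine C127i cells, 30 h compound incubation at 37 C, washed cells imaged by laser-scanning cytometer to enumerate GFP-expressing objects of 20 to 120 um.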
UbGFP stabilizer – ubiquitin-GFP accumulation via proteasome inhibition. Potency, µM (doses to about 45.9 µM), without a hit: at the highest dose activation (GFP accumulation), hits mostly activators. Ubiquitin-GFP reporter cells, proteasome inhibition, GFP fluorescence; response scale: untreated = 0%, 10 µM MG-132 = 100%. 67,000 tested, under 10 active; active = well fitted activation curve with a large enough effect, not every such curve was filed as active; inconclusive = small, poorly fitted or top-dose-only effect, or another doubt; inactive = no such curve, though single readings can be large or run the other way; note: potency is the fitted concentration of half-maximal effect
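U2OS cells expressing ubiquitin(G76V)-GFP, seeded overnight in 0.5% FBS medium, then treated 4 hr at 37 C across 46 uM to 2.9 nM. GFP-positive cells counted by laser cytometry (488 ex/515 em); %activity scaled between basal and 10 uM MG-132.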
ALOX15 inhib – inhibitors of human 15-lipoxygenase (ALOX15) | P16050 | purified 15hLO-1, xylenol orange hydroperoxide absorbance | Potency, µM (titrated, usually from 57.1 µM), for the others: at the top dose activity change, negative = inhibition, usual class: inhibitors | hit rate 1.4% among 74,000; note: potency is the fitted concentration of half-maximal effect; % is set by controls: 0 for no effect and ±100 for the full control effect; nearly all actives have a fitted effect of over 55% in size
Target sequence (P16050 whole entry, looked up): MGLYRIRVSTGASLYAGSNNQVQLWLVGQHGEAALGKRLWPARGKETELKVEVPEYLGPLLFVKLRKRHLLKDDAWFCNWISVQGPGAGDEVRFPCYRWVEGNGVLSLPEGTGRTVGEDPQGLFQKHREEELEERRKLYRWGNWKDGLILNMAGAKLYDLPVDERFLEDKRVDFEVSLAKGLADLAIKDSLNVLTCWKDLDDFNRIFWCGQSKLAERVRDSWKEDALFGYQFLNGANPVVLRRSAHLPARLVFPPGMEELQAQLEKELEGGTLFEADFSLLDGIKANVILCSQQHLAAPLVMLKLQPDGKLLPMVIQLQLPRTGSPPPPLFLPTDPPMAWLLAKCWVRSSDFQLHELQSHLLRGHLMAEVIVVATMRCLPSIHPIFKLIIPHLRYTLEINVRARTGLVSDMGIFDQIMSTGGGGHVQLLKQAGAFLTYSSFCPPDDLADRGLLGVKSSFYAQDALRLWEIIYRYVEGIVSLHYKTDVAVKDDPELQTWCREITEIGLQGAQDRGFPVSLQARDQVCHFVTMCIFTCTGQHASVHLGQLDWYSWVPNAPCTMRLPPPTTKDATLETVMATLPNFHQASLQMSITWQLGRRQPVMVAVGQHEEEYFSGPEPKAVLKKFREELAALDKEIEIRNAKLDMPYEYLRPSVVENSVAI
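Readout: Fe(III)-xylenol orange absorbance, 573-to-405 nm ratio as reaction progress. Enzyme 40 nM purified human 15hLO-1, substrate 50 uM arachidonic acid, 6 min RT after 15 min compound preincubation; Hepes pH 7.5 buffer with Triton X-100.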
Numbers without * were called inactive; ? = inconclusive; / = not tested or not shown; [ ] = dose if it differs, or a comment. Unless noted, calls come from the whole dose curve; as a rule, active = well fitted curve in the direction sought with a large enough effect; inconclusive = small, poorly fitted or top-dose-only effect, or another doubt; inactive = no such curve, though single readings can be large; an effect the other way counts as inactive or inconclusive. Some of the compounds tested. The share of hits here may be higher or lower than overall.

SMILES	Hsp90 Hop PPI	USP2a inh	BRCT inh green	HADH2 inh	Pol III holo inh	BRCT inh red	CRE Fsk mod	HBB splice mod	Epigenetic mod	UbGFP stabilizer	ALOX15 inhib
N#Cc1c(-c2ccco2)cc(-c2ccc(F)cc2)nc1N	21%	33%[activator]	3.2%	?	-2%	-0.3%	13µM*	/	2%	-3%	-21%
COc1ccc(S(=O)(=O)N2CCCC2C(=O)Nn2cnnc2)cc1 (configuration not stated)	0%	-8%	-0.6%	10%	-1%	0.0%	5%	1.1%	1%	-2%	1%
O=C(CCc1nc(-c2ccccc2)no1)NCc1ccco1	0%	37%[activator]	1.1%	-23%	0%	0.3%	-7%	2.6%[1.84 µM]	0%	5%	-10%
O=S(=O)(NCc1ccc(Cl)cc1)c1cnc[nH]1	4%	0%	1.7%	4%	-8%	-1.2%	-4%	-0.7%	4%	-7%	-5%
N#Cc1cc2c(nc1SCC(=O)N1CCCCC1)CCCCC2	-2%	-3%	0.4%	?	-3%	-1.4%	17%	0.4%	6%	-6%	?
CCOC(=O)N1CCN(c2nc3ccccc3nc2C(C#N)C(=O)NCCc2ccccc2)CC1 (configuration not stated)	1%	32%[activator]	-0.8%	-16%	3%	-0.4%	?	?	12%	/	-11%
CCn1c(SCC(=O)Nc2ccc3c(c2)OCCO3)nnc1-c1ccccn1	-16%	15%	-0.9%	-11%	-2%	1.0%	?	4.1%[0.369 µM]	0%	/	-3%
O=C(Nc1ccc(-c2nnco2)cc1)c1ccccc1	-2%	4%	0.2%	7%	-5%	-1.8%	-4%	-0.3%	2%	4%	-2%
COc1cccc(NC(=O)N2CCCC(C(=O)Nc3ccccc3OC)C2)c1 (configuration not stated)	0%	-3%	-0.2%	14%	36%	-0.6%	-1%	3.5%	-2%	-2%	-7%
COc1ccc(OCC(O)Cn2c(=N)n(CCN3CCOCC3)c3ccccc32)cc1 (configuration not stated)	-3%	-3%	-0.9%	8%	-5%	-0.5%	-5%	-0.5%	1%	23%	1%
CC1(C)CC(=O)C2=C(C1)OC(N)=C(C#N)C2c1ccsc1 (configuration not stated)	-5%	/	-0.7%	-7%	-5%	0.1%	25%	-0.1%	-2%	8%	1%
CC(C(=O)NCc1ccco1)n1nc(-c2ccccc2)c2cc(Cl)ccc21 (configuration not stated)	?	/	-1.8%	-2%	-1%	-1.6%	6%	-0.4%	-2%	-11%	-9%
O=C(NCc1cn2ccsc2n1)Nc1cccc(Cl)c1	-5%	4%	0.6%	1%	-6%	0.5%	0%	-0.1%[57.5 µM]	0%	1%	21%
CC(C)C(NC(=O)C1CCCCC1)C(=O)NC1CCN(Cc2ccccc2)CC1 (configuration not stated)	-3%	2%	-2.6%	8%	-5%	-1.2%	?	6.4%[1.84 µM]	4%	-1%	19%
Cc1ccc(S(=O)(=O)c2nc(C(C)(C)C)oc2N2CCOCC2)cc1	-2%	0%	-2.4%	6%	-1%	-1.0%	?	-0.6%	?	1%	16%
CCCCOc1ccccc1NC(=O)CC1Nc2ccccc2NC1=O (configuration not stated)	?	22%[7.66 µM]	0.9%	-12%[11.4 µM]	-4%[11.4 µM]	0.0%	3.2µM*	-1.1%[0.0738 µM]	0%	6%[9.17 µM]	?
CCCc1cc2c(c(NC(C)=O)n1)c(=O)oc1ccccc12	-5%	3%	-0.2%	-3%	4%	-1.9%	?	-3.2%	6%	-4%	0%
Cc1ccc(CC2CC(=O)N(c3ccc(Cl)cn3)C2=O)cc1 (configuration not stated)	1%	10%	-0.6%	4%	2%	1.0%	-1%	1.0%	2%	-1%	8%
CC(=O)C1=C(O)C(=O)N(CCc2c[nH]c3ccccc23)C1c1cccc(O)c1 (configuration not stated)	-8%	23%	-2.4%	-11%	-1%	0.0%	?	7.0%	-3%	-5%	37%[activator]
CC(C)c1ccc(-c2nc(N3CCCCC3)[nH]c(=O)c2C#N)cc1	3%	-21%	-0.3%	0%	-2%	0.5%	-11%	0.1%	2%	0%	0%
O=C(CSc1ncn[nH]1)Nc1ccccc1C(=O)O	0%	0%	-6.1%	1%	-3%	-2.5%	-1%	/	0%	5%	7%
N#CCCSc1ncnc2c1oc1ccccc12	1%	-1%	-2.8%	-1%	-6%	-1.6%	?	3.7%[0.369 µM]	4%	-7%	9%
NC(=O)CN1CCN(C(=O)NC2CCCCC2)CC1	-4%[2.3 µM]	/	-0.9%	-9%	-2%	-1.2%	5%	-0.1%	/	-14%	9%
O=C(NCCc1ccccc1)c1cccnc1N1CCCCCC1	-3%	/	-2.9%	?	0%	0.6%	-2%	0.2%[57.5 µM]	3%	2%	4%
Cc1noc(C)c1-c1nccc(NCc2cccnc2)n1	2%	-13%	-1.8%	?	3%	-0.4%	?	0.3%	5%[9.22 µM]	-7%	-8%
Cc1[nH]c(=O)[nH]c(=O)c1S(=O)(=O)NCC12CC3CC(CC(C3)C1)C2	-5%	-6%	-0.3%	7%	-1%	0.7%	-3%	-0.8%	-2%	0%	2%
Cc1cccc(OCc2nnc(SCC(=O)N3CCN(C(=O)c4ccco4)CC3)n2C)c1C	-2%	48%[activator]	0.1%	7%	-5%	-1.2%	-2%	/	0%	1%	9%
O=C(NCc1ccc2c(c1)OCO2)C1CC(=O)N(C2CCCCCC2)C1 (configuration not stated)	2%	8%	-1.0%	-7%	-2%	-0.2%	-9%	-0.8%[57.5 µM]	6%	1%	0%
CC(c1ccccc1)C1NC(C(=O)O)CS1 (configuration not stated)	-3%	-3%	1.6%	-9%	-1%	-1.3%	1%	-0.2%	0%	-1%	9%
O=C(O)C1C2C=CC(C2)C1C(=O)NCc1ccoc1 (configuration not stated)	-4%	-4%	-2.2%	-4%	1%	-0.9%	-5%	1.3%	0%	-6%	1%
CC1Cc2ccccc2N1S(=O)(=O)c1cccc(C(=O)NCCCO)c1 (configuration not stated)	-5%	-4%	0.1%	-4%	4%	0.3%	-16%	-4.0%	-1%	0%	-3%
CCOC(=O)N1CCN(C(=O)COc2cc(=O)n(CC)c3ccccc23)CC1	-2%	1%	0.0%	1%	-2%	-1.9%	12%	4.6%	-2%	-3%	-1%
CC(=O)c1cccc(NC(=O)C2CCCN(S(=O)(=O)c3ccccc3)C2)c1 (configuration not stated)	?	34%[activator]	1.1%	-3%	11%	-0.4%	?	0.8%	-3%	2%	6%
CCC1CCCCN1CC(=O)Nc1cc(C)nn1-c1nc(C)cc(C)n1 (configuration not stated)	-1%	7%	0.4%	7%	-3%	0.6%	2.5µM*	-0.7%	0%	4%	10%
Cc1cccc(N2CCN(C(=O)CCNC(=O)Cn3ccc4ccccc4c3=O)CC2)c1C	-13%	47%[activator]	-2.3%	-2%	-2%	-0.2%	-30%	-0.7%	3%	-4%	-23%
CC1(C)CC(=O)C2=C(C1)OC(c1ccncc1)C(C#N)=C2N (configuration not stated)	-3%	-26%	0.1%	-3%	-4%	0.0%	-1%	0.2%	3%	-8%	4%

One compound at a time (already shown). Order of values: Hsp90 Hop PPI | USP2a inh | BRCT inh green | HADH2 inh | Pol III holo inh | BRCT inh red | CRE Fsk mod | HBB splice mod | Epigenetic mod | UbGFP stabilizer | ALOX15 inhib
`O=C(NCCc1ccccc1)c1cccnc1N1CCCCCC1` as listed: -3% | / | -2.9% | ? | 0% | 0.6% | -2% | 0.2%[57.5 µM] | 3% | 2% | 4%
`CC1Cc2ccccc2N1S(=O)(=O)c1cccc(C(=O)NCCCO)c1` (configuration not stated) as listed: -5% | -4% | 0.1% | -4% | 4% | 0.3% | -16% | -4.0% | -1% | 0% | -3%
`O=C(CSc1ncn[nH]1)Nc1ccccc1C(=O)O` as listed: 0% | 0% | -6.1% | 1% | -3% | -2.5% | -1% | / | 0% | 5% | 7%

Screening results: PubChem BioAssay, National Center for Advancing Translational Sciences (NCATS)
